Screening results from PubChem BioAssay.
PLC-gamma1 inh = PLC-gamma1 (human) inhibition, primary screen; AID 720700; purified PLC-gamma1, fluorogenic substrate, fluorescence; inhibition, % at 12.2 µM; hit rate 0.84% among 370,000; in the data active means inhibition above about 9.5%
Target sequence (P19174 whole entry, looked up): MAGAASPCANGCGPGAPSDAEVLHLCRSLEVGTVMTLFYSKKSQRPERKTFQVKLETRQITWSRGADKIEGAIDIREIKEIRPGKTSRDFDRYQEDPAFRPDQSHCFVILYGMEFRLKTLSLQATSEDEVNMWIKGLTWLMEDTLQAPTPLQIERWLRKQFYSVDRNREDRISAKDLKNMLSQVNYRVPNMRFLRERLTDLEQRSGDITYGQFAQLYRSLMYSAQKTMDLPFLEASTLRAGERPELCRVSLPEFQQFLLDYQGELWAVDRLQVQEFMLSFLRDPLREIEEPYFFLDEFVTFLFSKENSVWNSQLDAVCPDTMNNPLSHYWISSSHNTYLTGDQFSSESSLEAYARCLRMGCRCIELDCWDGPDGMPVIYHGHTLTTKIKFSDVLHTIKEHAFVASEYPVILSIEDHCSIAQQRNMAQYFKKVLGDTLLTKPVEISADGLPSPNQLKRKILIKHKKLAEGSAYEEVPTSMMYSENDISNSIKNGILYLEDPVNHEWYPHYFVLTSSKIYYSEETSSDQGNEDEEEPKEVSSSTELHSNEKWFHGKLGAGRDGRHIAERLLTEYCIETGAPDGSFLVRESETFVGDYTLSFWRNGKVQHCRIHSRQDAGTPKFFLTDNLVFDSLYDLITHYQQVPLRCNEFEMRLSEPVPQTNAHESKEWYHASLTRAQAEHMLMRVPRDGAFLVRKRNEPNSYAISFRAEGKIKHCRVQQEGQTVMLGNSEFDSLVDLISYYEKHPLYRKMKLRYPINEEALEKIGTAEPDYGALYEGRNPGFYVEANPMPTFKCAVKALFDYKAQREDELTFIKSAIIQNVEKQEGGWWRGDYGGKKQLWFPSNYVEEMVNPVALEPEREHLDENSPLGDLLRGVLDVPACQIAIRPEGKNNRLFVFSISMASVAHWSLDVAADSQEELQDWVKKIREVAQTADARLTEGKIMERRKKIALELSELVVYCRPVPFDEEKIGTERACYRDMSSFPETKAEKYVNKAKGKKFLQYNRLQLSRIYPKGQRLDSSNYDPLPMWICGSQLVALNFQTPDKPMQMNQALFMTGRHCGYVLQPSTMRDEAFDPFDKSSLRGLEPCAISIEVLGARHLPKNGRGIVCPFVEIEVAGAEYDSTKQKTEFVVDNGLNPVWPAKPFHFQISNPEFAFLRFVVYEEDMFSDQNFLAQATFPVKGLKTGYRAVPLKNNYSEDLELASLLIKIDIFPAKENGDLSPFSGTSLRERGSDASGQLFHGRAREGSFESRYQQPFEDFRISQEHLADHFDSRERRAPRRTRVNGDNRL
ADAM17 inh = inhibitors of human ADAM17 | P78536 | recombinant ADAM17, EDANS/DABCYL FRET peptide cleavage | inhibition, % at 6.95 µM | hit rate 0.83% among 370,000 | AID 720648;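 active means inhibition above the mean of compounds lying between control limits plus 3 SD, set per campaign, cut at about 8.5% in these data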;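 further: 0% = DMSO-only wells as the low control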
PLC-beta3 inh = blocks human PLC-beta3 enzyme activity; Purified PLC-beta3, fluorogenic substrate, fluorescence; inhibition, % at 12.2 µM; hit rate 0.18% among 370,000; AID 720704; in the data active means inhibition above about 11%;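 further: 0% = median of compound wells on plate and 100% = full blocker control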
ASAP1 GAP inh = blocks human ASAP1-stimulated Arf1 GTP hydrolysis. GDP FP detection. inhibition, % at 16.5 µM. hit rate 0.19% among 360,000. AID 624377; in the data active means inhibition above about 25%;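 further: 0% = vehicle with enzyme and substrate and 100% = no enzyme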
MBD2 DNA inh = MBD2-methylated oligo binding inhibition | Q9UBB5 | TR-FRET, MBD2 binding to methylated oligonucleotide | inhibition, % at 4.4 µM | hit rate 0.31% among 370,000; in the data active means inhibition above about 13%
KLK7 zymogen act = activators of human kallikrein-7 zymogen; AID 652039; activation, % at 7 µM; hit rate 0.9% among 370,000; P49862; purified proKLK7, EDANS-DABCYL substrate fluorescence; 100% is mature enzyme control, 0% vehicle;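 active means activation above the mean of all tested compounds plus 3 SD, computed per campaign excluding outliers beyond control limits, cut at about 13% in these data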
ARFGAP1 inh = rat ARFGAP1 inhibition; Q62848; Arfgap1-stimulated ARF1 GTP hydrolysis, GDP FP detection; inhibition, % at 16.5 µM; hit rate 0.26% among 360,000;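 active means inhibition above a per-plate limit, mean inhibition of low control wells plus 3 SD, cut at about 25% in these data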;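 further: 0% = DMSO wells with enzyme and 100% = wells lacking Arfgap1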
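System: truncated rat Arfgap1 GAP domain / Benchmarks: high control wells lacking Arfgap1, low control full reaction with DMSO / Times: compound-enzyme preincubation 20 min, reaction 120 min, detection 60 min, 25 °C / Repeats: one replicate per compound / Also added: human ARF1(Δ1-17)-GTP substrate / Measured by: Tracer-displacement fluorescence polarization with EDTA stop, 620/688 nm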
Tn6 DDE FP = disrupts Tn6 cyclic peptide binding to fibrin D-Dimer-E complex. Fibrin DD(E) TRITC-Tn6 fluorescence polarization displacement. inhibition, % at 8.3 µM. hit rate 0.21% among 370,000;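 active means inhibition above a per-campaign cutoff: mean of compounds within control limits plus 3 SD, cut at about 15% in these data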;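 further: 0% = median of all compound wells on the plate and 100% = blocking peptide control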
DDE Tn7 FP inh = DD(E)-Tn7 binding inhibition, primary FP screen; AID 720508; inhibition, % at 8.3 µM; FP displacement of FITC-Tn7 peptide from fibrin DD(E); 0% = median of compound wells per plate; P02675; hit rate 0.13% among 370,000;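 active means inhibition above the mean of compounds falling within the control limits plus 3 SD of them, cut at about 14% in these data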;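 further: 0% = plate median of compound wells and 100% = 10 µM Aha-Tn7 peptide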
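assay system = human clot-derived fibrin DD(E) complex | quantity = Fibrin-DD(E) at 2 µM final | timing = 10 min preincubation, 3 h with tracer, room temperature | signal = fluorescence polarization | measure = percent inhibition | benchmarks = high control wells with 10 µM unlabelled Aha-Tn7 peptide (full inhibition) | replicates = singlicate testing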
UHRF1 binding = UHRF1 methyl-DNA binding inhibition; Q96T88; UHRF1 binding to methylated oligo, TR-FRET; hit rate 0.75% among 370,000; AID 687016; inhibition, % at 4.4 µM; in the data active means inhibition above about 21%;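 further: UHRF1 SRA domain binding a hemimethylated CpG hairpin DNA probe; 0% = median of test compound wells and 100% = reference inhibitor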
Starred values were filed as active, the others as inactive; i = inactive; nt = no result given.

SMILES	PLC-gamma1 inh	ADAM17 inh	PLC-beta3 inh	ASAP1 GAP inh	MBD2 DNA inh	KLK7 zymogen act	ARFGAP1 inh	Tn6 DDE FP	DDE Tn7 FP inh	UHRF1 binding
CCCCc1cc(=O)oc2c(C)c(OCC(=O)N3CCC(C(=O)O)(c4ccccc4)CC3)ccc12	-13	-72	-15	0	2	0.9	-6	0	13	0
O=C(Cn1ncc(Cl)c(Cl)c1=O)NC1CCS(=O)(=O)C1 (stereo unspecified)	-2	-7	-15	3	10	-0.8	-2	-9	-1	4
O=[N+]([O-])c1ccc(-c2ccc(S(=O)(=O)N3CCOCC3)cc2)cc1	2	0	-1	5	1	0.0	6	-13	-7	3
CC1(C(=O)NS(=O)(=O)c2ccc(Cl)s2)CCN1C(=O)C1(c2ccc(Cl)cc2)CC1 (stereo unspecified)	-1	-5	-15	2	3	0.1	-5	10	0	-1
Cc1ccc(S(=O)(=O)N(C)c2ccccc2C(=O)Nc2c(F)cccc2F)cc1	4	2	-2	-1	-2	0.9	-3	1	-3	0
CCOC(=O)C1CCCN(C(=O)CCc2nc3sc4c(c3c(=O)[nH]2)CCCC4)C1 (stereo unspecified)	1	-6	-7	11	-8	-0.7	-18	-10	-1	-1
CC(C)(C)CNC(=O)C1(C)CCN1C(=O)Cc1ccc(C(C)(C)C)cc1 (stereo unspecified)	1	1	1	-14	4	-1.1	-5	0	7	-1
COCc1[nH]nc2c1C(c1ccccc1)N(c1ccccc1)C2=O (stereo unspecified)	-1	-7	0	-2	1	0.2	8	-1	0	3
CC(C(=O)N1CCN(Cc2ccccc2)CC1)n1ncn2cccc2c1=O (stereo unspecified)	1	-2	0	-1	0	-0.9	-10	-3	0	1
O=[N+]([O-])c1cc([N+](=O)[O-])c(N2CCCCCC2)cc1NCCO	5	2	8	-12	-12	0.4	-1	-10	-2	-8
O=C(NCC(=O)N1CCCC1)c1ccc(Cl)cc1	3	-1	-1	2	0	-0.2	0	1	5	6
CC(=O)c1ccc(-n2c(CCC(=O)O)ccc2-c2ccc(Br)cc2)cc1	-6	-1	-11	3	0	0.4	3	0	3	3
CCOC(=O)COc1ccsc1C(=O)OC	0	-1	-2	-3	2	-0.2	-5	-4	-2	2
CCCCCCCCNCCS(=O)(=O)NCc1ccc(OC)cc1	-1	-3	-1	-6	3	0.6	2	-3	2	-1
COc1ccc(C(C)(C)C)cc1NC(=O)C1C2C=CC(C2)C1C(=O)O (stereo unspecified)	0	-10	2	9	3	0.4	12	-2	-9	2
CCN(CC(=O)Nc1ccc(NC(C)=O)cc1)C(=O)CCCOc1ccc(C(C)(C)C)cc1	3	4	-4	-9	7	-0.5	-7	0	-2	0
O=C1C(=O)N(Cc2cccnc2)C(c2cccc([N+](=O)[O-])c2)/C1=C(\O)c1ccc2c(c1)OCCO2 (stereo unspecified)	3	6	-5	-6	-4	0.0	-5	3	-2	0
C=CCOC(=O)N1CCN(C(=O)c2ccc3nc(C)n(C4CCCC4)c3c2)CC1	6	1	7	nt	-3	-0.5	nt	-1	7	2
CCOc1ccccc1OCCCC(=O)N1CCN(S(=O)(=O)c2ccc(Cl)cc2)CC1	0	-3	0	-11	2	0.2	8	-2	2	0
CN(CC(=O)Nc1ccc(F)cc1)C(=O)COc1ccccc1Cc1ccccc1	-1	5	-8	-13	-2	-0.2	2	-3	4	1

Looked up one by one from the entries so far, four records:
SMILES	PLC-gamma1 inh	ADAM17 inh	PLC-beta3 inh	ASAP1 GAP inh	MBD2 DNA inh	KLK7 zymogen act	ARFGAP1 inh	Tn6 DDE FP	DDE Tn7 FP inh	UHRF1 binding
CCOC(=O)COc1ccsc1C(=O)OC	0	-1	-2	-3	2	-0.2	-5	-4	-2	2
CCCCCCCCNCCS(=O)(=O)NCc1ccc(OC)cc1	-1	-3	-1	-6	3	0.6	2	-3	2	-1
O=C(NCC(=O)N1CCCC1)c1ccc(Cl)cc1	3	-1	-1	2	0	-0.2	0	1	5	6
COc1ccc(C(C)(C)C)cc1NC(=O)C1C2C=CC(C2)C1C(=O)O (stereo unspecified)	0	-10	2	9	3	0.4	12	-2	-9	2

Additional compounds follow:
SMILES	PLC-gamma1 inh	ADAM17 inh	PLC-beta3 inh	ASAP1 GAP inh	MBD2 DNA inh	KLK7 zymogen act	ARFGAP1 inh	Tn6 DDE FP	DDE Tn7 FP inh	UHRF1 binding
COc1ccc(-n2nc(C(=O)NCC(=O)N3CCCCC3)c3ccccc3c2=O)c(OC)c1	-5	-3	-13	-3	1	0.3	-2	1	11	-1
Cc1cc(C(=O)N/N=C/c2ccc(-c3cccc(Cl)c3)o2)n[nH]1	-117	-109	-223	-9	-2	4.9	5	-1	4	-1
Cc1ccc(C)c(NC(=S)NNC(=O)c2cc3c(s2)CCC(C)C3)c1 (stereo unspecified)	-8	0	-13	-6	7	-0.2	3	6	-2	2
Cc1ccc(OCC(=O)Nc2ccc(C(N)=O)cc2)cc1	1	-4	-3	-6	1	-0.5	-8	6	-2	0
CC(=O)c1ccc(-c2ccc([C@H]3[C@@H]4C=CCC[C@@]4(C)C(=O)N3Cc3ccccc3)c(F)c2)cc1	0	3	4	10	2	-0.1	-1	-4	-4	1
COc1ccc(C(=O)NCC(C)NC(=O)c2ccc(OC)c(OC)c2)cc1OC (stereo unspecified)	2	1	-4	-2	-4	-0.2	9	-5	-2	0
CCN1CCSc2ccc(C(=O)NCc3cccc(Br)c3)cc21	i	-319	i	2	1	5.9	-1	4	6	-1
CC(C)(C)NC(=O)NC(=O)CSc1ncccn1	2	2	-2	-3	4	-1.1	-6	-1	1	2
COc1ccc(NC(=O)C2CCC(C(C)(C)C)CC2)cc1S(=O)(=O)N1CCCCC1 (stereo unspecified)	1	3	3	-5	2	0.0	-1	-5	-4	3
Cn1nccc1/C=N\NC(=O)c1ccc(Cl)cc1	1	5	-4	0	7	-0.9	-1	-5	6	5
COc1cccc(-c2ccc(CC[C@H]3O[C@H]4CC[C@@H](CO)O[C@H]4C[C@H]3NC(=O)c3cnccn3)cc2)c1	0	5	4	nt	1	0.3	nt	7	3	2
COc1ccc(NC(=S)Nc2ccccn2)c(OC)c1	2	7	2	4	-1	0.1	-6	-4	-4	5
CCOCCCNC(=O)c1c(N)n(-c2ccc(S(N)(=O)=O)cc2)c2nc3ccccc3nc12	-123	-115	-151	17	-1	-44	-2	5	-2	-2
O=S1(=O)NC(=NCCc2ccccn2)c2ccccc21	0	-3	5	1	-6	0.2	-4	-9	3	-1
O=C(CCCCn1c(=O)[nH]c2ccccc2c1=O)NC1CCN(Cc2ccccc2)CC1	3	-3	0	-14	4	-0.8	4	-4	-1	0
CCOC(=O)Cn1cnc2c(cnn2-c2ccc(OC)cc2)c1=O	-1	0	-7	2	-4	0.7	0	3	-7	2
Cc1ccc(NC(=O)CN(C)CC(=O)N(CC(C)C)c2c(N)n(CC(C)C)c(=O)[nH]c2=O)c(C)c1	-3	-2	-7	-11	0	0.7	0	-8	-8	0
CC(C)c1ccccc1NC(=S)N1CCN(S(=O)(=O)c2cccs2)CC1	2	-2	-1	2	3	0.5	14	8	9	0
Cc1ccccc1SCC(=O)NC1CCOC1=O (stereo unspecified)	0	-3	-3	-3	2	0.0	-7	-2	4	-1
COc1ccc(C(C(=O)NC2CCCCC2)N(C(=O)c2sc(C)nc2C)c2ccc(C(C)=O)cc2)cc1 (stereo unspecified)	-3	-2	-2	-7	3	-0.6	-2	10	5	1
Cc1cc(C)nc(N2CCC(C(=O)N3CCN(c4cc(Cl)ccc4C)CC3)CC2)n1	-4	2	-6	18	-1	-0.3	2	-9	-6	-5
Cn1c(=O)oc2cc(S(=O)(=O)NCCC(=O)NCc3ccccc3Cl)ccc21	-2	1	-7	-12	-6	-0.3	-5	-3	4	-1
Cc1ccc(NCC(=O)Nc2ccc(Br)cc2)cc1F	8	-2	0	9	8	-0.5	2	-6	3	3
C=CCN(CC=C)C(=O)CN1C(=O)NC(Cc2c[nH]c3ccccc23)C1=O (stereo unspecified)	3	-2	-3	3	1	0.8	12	5	2	1
COc1ccc(C(=O)Nc2ncc(C)s2)cc1S(=O)(=O)N1CCOCC1	-14	-5	-20	-9	1	0.7	-3	-3	-5	1
CCc1ccc(C(O)c2ncc(-c3ccccc3OC)[nH]2)cc1 (stereo unspecified)	1	1	0	17	1	0.5	13	0	3	-1
COc1ccc(CNc2nc3nc(-c4ccccc4)cc(=O)n3[nH]2)cc1OC	-9	-6	-17	2	6	-0.2	16	-4	0	3
Cc1nc(N2CCOCC2)c2c3c(sc2n1)CCC3	6	2	-50	15	-2	0.4	3	7	12	2
COc1nccc(NCc2ccccc2)c1C#N	-2	-6	-7	1	4	0.4	9	-1	4	3
O=C(c1cccc(S(=O)(=O)N2CCc3ccccc32)c1)N1CCCC(C(F)(F)F)C1 (stereo unspecified)	-4	0	-6	8	2	-0.1	10	0	3	-1
CCCNC(=O)c1c(C)cc(=O)oc1C	2	-4	-1	-3	0	-0.1	-4	2	4	0
Cc1oc(-c2ccc(Cl)cc2)cc1C(=O)/C(C#N)=C/Nc1ccccc1	-3	-2	-10	-6	0	-0.3	2	6	-7	3
O=S(=O)(c1ccc(Br)s1)N1CCN(c2ncccn2)CC1	3	-3	-1	17	4	-0.1	1	-5	2	2
CCOC(=O)c1c(C)nc2c(c1-c1ccccc1)C(=O)CC(C)(C)C2	-16	-9	-18	10	-2	0.4	8	0	4	0
O=C1C2CCCN2C(=S)N1c1ccc(Cl)cc1 (stereo unspecified)	-3	2	-4	13	1	1.2	-2	9	2	0
CCOc1ccc(OCc2ccc(C(=O)NC(C)C)o2)cc1	0	-2	-7	8	0	0.1	4	7	-15	0
Cc1ccc(NC(=O)c2ccc(-n3cncn3)c([N+](=O)[O-])c2)cc1F	3	7	-4	5	4	-0.1	8	-3	-3	2
O=C1/C(=C/c2ccccc2)CN(C(=O)CCN2CCOCC2)C/C1=C\c1ccccc1	-2	1	1	-6	6	0.2	2	-2	-1	-1
O=[N+]([O-])c1ccc(N2CCN(Cc3ccc4c(c3)OCO4)CC2)nc1	0	-1	-2	-11	1	-0.2	-3	2	3	2
CC(C)C[C@@H](CN1C(=O)C(=O)NC[C@@H]1CC(C)C)NC(=O)Cc1ccccc1	4	0	4	10	0	0.8	9	-8	-1	-8
Fc1ccc(Nc2nc(Oc3ccccc3F)nc(N3CCCC3)n2)cc1	2	-5	0	5	3	0.2	-9	-2	-1	1
O=C(Nc1ncn[nH]1)C(F)(F)C(F)F	-1	-3	-4	-6	3	-0.5	6	-5	-1	3
COc1ccc(C(=O)Nc2ccc(OCC(=O)N3CCOCC3)cc2)c(OC)c1OC	-1	-2	-5	-5	0	0.5	-13	1	-3	-1
CCOc1ccccc1N(CC(=O)N1CCc2ccccc2C1)S(C)(=O)=O	1	-3	-2	-1	-2	-0.7	4	-12	-7	1
Cc1cccc(N2CCN(C(=O)CN3C(=O)C4CC=CCC4C3=O)CC2)c1C (stereo unspecified)	2	-5	-5	17	0	-0.4	16	-7	-1	5
COc1ccc(-c2cc(C)no2)cc1S(=O)(=O)Nc1cccc(CN2CCCC2)c1	0	-4	3	-3	-4	0.2	-5	1	-8	-2

Hits appear at their usual frequency; 4.1% or so of the library scored in one or more.
